TbREL1 primary = TbREL1 RNA ligase inhibitors, primary screen, biochemical, FRET fluorescence; TbREL1 RNA ligation; AID 1117264, 2014; RNA-editing ligase 1, mitochondrial (Trypanosoma brucei brucei), P86926; hit rate 0.49% among 89,000; inhibition, % at 9.66 µM;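 active = inhibition above the mean inhibition across all screened compounds plus 3 SD, cut at about 11% in these data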;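 note: 0% = plate median of test wells and 100% = NSC42067 control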
Target sequence (P86926 whole entry, looked up): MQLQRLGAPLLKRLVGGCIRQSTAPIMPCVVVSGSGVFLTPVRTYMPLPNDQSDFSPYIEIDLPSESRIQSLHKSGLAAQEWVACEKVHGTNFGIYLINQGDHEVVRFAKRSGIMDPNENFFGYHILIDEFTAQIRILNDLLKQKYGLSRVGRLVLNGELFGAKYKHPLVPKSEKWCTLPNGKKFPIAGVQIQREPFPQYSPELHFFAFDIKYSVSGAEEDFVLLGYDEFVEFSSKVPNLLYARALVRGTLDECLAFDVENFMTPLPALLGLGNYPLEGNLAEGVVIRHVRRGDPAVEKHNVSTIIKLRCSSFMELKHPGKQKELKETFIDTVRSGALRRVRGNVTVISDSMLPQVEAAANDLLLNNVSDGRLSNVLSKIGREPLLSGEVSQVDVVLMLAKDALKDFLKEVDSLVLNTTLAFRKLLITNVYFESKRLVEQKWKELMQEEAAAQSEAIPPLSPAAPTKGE
An asterisk follows results filed as active.

SMILES | TbREL1 primary
O=C(O)CCCCCNC(=O)Cn1nnc2ccccc2c1=O | 1
C=CCc1c(C)nc(-c2ccccc2)nc1N/N=C/c1ccncc1 | 7
c1ccc(Cn2c(SCC3CCCCC3)nnc2-c2cccnc2)cc1 | 0
COc1ccccc1N(CC(=O)NC1CCCC1)C(=O)C1(C)CC(=O)N=C2C=CC(C)=CN21 (configuration not stated) | -1
CN(CC(=O)Nc1cc(Cl)ccc1Cl)C1CCS(=O)(=O)C1 (configuration not stated) | -2
Cc1c(NC(=O)CSc2ncnc3c2cnn3-c2ccccc2)c(=O)n(-c2ccccc2)n1C | 7
C[C@H]1CCC(=O)N([C@H](CSc2ccccc2)Cc2ccccc2)CC1 | 0
O=C(c1cccc(F)c1F)N1CCCC1 | 8
COc1ccc(C(=O)Nc2sc(C)c(C)c2CN2CC(C)OC(C)C2)cc1 (configuration not stated) | -1
COCCNC(=O)/C(C#N)=C/c1ccc(C(=O)O)cc1 | 1
CCOC(=O)C1CCCCN1Cc1cc(Cl)ccc1O (configuration not stated) | -2
CCc1ccc(C(=O)NNC(=O)CCc2nc3ccccc3c(=O)[nH]2)cc1 | 0
C/C(=C\C(=O)c1ccccc1)NCc1ccc(F)cc1 | -4
COC(C(=O)Nc1ccccc1F)c1ccccc1 (configuration not stated) | 4
O=C1CCC[C@H]2C[C@H](NCc3ccco3)CC[C@]23CCCN13 | -1
CC(=O)N1CCN(C(=O)Cn2c(=O)oc3ccccc32)CC1 | -1
O=C(NCc1ccccc1C(F)(F)F)C1CCC(=O)N(C2CCCCCC2)C1 (configuration not stated) | 1
Cc1cc(O)ccc1Nc1nc(-c2sc(N)nc2C)cs1 | 5
CCN(CC)CCCn1c2c(c(SCC(=O)N3CCCc4ccccc43)nc1=O)CCC2 | 6
O=C(Cn1cnc(S(=O)(=O)N2CCOCC2)c1)Nc1ccc(OC(F)(F)F)cc1 | -1
Cc1ccn2c(-c3n[nH]c(=S)n3C)c(C)nc2c1 | -1
c1ccc(-c2ccnc3nc(-n4cccc4)nn23)cc1 | -2
COc1ccc(-c2c(-c3ccsc3)oc3ccc(N4CCOCC4)cc23)cc1 | -1
CCOc1ccc(C(C(=O)NC2CCCC2)N(C(=O)c2snc(C(N)=O)c2N)c2cccc(O)c2)cc1 (configuration not stated) | 3
CCCN(CC(=O)Nc1ccc(C(N)=O)cc1)CC(=O)Nc1ccccc1C | -4
Clc1ccc(SCc2cn3ccsc3n2)cc1 | 0
COc1ccc(CCNC(=O)c2cc3c(C)nn(-c4ccccc4)c3s2)cc1OC | 0
CC(C)n1c(SCC(N)=O)nc2c1c(=O)[nH]c(=O)n2C | 2
CCOC(=O)c1c(NC(=O)CSc2nnc(CNc3ccc(C)cc3C)o2)sc(C)c1C | -3
Cn1c(C(C#N)C(=O)c2ccco2)nc2ccccc21 (configuration not stated) | 3
Cc1cc(C(=O)CSc2nnc(C3COc4ccccc4O3)n2C)c(C)n1-c1ccc(F)cc1 (configuration not stated) | -4
C#CCOCCOCCOCCNc1nc(N2CCOCC2)nc(N2CCN(C(=O)[C@H](Cc3ccc(O)cc3)n3cc([C@@H](N)CC(C)C)nn3)CC2)n1 | 2
Cc1ccc(Cl)cc1NC(=S)N/N=C/c1cccc2ccccc12 | -1
COC(=O)c1ccccc1NC(=O)CN(C)S(=O)(=O)c1ccc(OC)c(C)c1 | -2
CCSCCOC(=O)C1=C(C)NC(=O)NC1c1ccccc1 (configuration not stated) | -2
COc1ccccc1C(=O)NC(CCSC)C(=O)N1CCN(C(C)=O)CC1 (configuration not stated) | -2
CCN(C)C(=O)CNc1nnnn1-c1ccccc1 | 1
Cc1ccc(S(=O)(=O)N2CCN(C(=O)n3ccnc3)CC2)cc1 | 0
CCNC(=S)NCc1ccc(OC)c(OC)c1 | -4
COc1ccc(C2=NOC(Cn3nc(-c4ccccc4)cc3C(=O)NCc3cccc(Br)c3)C2)cc1 (configuration not stated) | 0
COc1ccc2c(=O)c(C(=O)O)c(-c3ccc4c(c3)OCO4)n(C)c2c1 | 6
Cc1ccc(C(NC(=O)Nc2ccccn2)C(Cl)(Cl)Cl)cc1F (configuration not stated) | 0
Clc1ccc(SCCCCN2CCOCC2)cc1 | 9
CCn1c(O)c(N=NC(=O)c2cccs2)c2ccccc21 | 0
COc1ccc(NC(=O)C2(N(C(=O)Cn3nnnc3N)c3ccc(OC)cc3)CCCCC2)cc1 | -1
O=C(c1ccco1)N1CCN(c2nc3ccccc3n3nnnc23)CC1 | 2
Nc1nc2n(n1)C(c1cccs1)CC(c1ccc(F)cc1)N2 (configuration not stated) | -2
CNc1nc(NCc2ccccc2)c2sccc2n1 | 5
O=C(O)c1ccc(NC(CSCc2ccccc2F)C(=O)O)c([N+](=O)[O-])c1 (configuration not stated) | 2
Cc1cc(CNC(=O)CCc2nnc(CCCc3ccccc3)o2)nn1C | 4

Among those listed so far, these contain a CF3 group:
SMILES | TbREL1 primary
O=C(NCc1ccccc1C(F)(F)F)C1CCC(=O)N(C2CCCCCC2)C1 (configuration not stated) | 1
O=C(Cn1cnc(S(=O)(=O)N2CCOCC2)c1)Nc1ccc(OC(F)(F)F)cc1 | -1

Next entries follow:
SMILES | TbREL1 primary
COc1cc2c(cc1OC)C(c1ccccc1)N(S(C)(=O)=O)CC2 (configuration not stated) | -2
Nc1nc(SCc2ccccc2)c2ncn(C3CCCCC3)c2n1 | 3
CCOC(=O)CSc1nc2cc(C)cc(C)c2cc1C#N | -1
O=C(COc1ccccc1)NNC(=O)c1ccc(Cl)cc1 | 1
N/C(Cc1ccc(Cl)cc1)=N\OC(=O)C1CCCCC1 | -1
CCn1c(COc2ccc(C)cc2)nnc1SCc1cccc(C(F)(F)F)c1 | -1
O=C(c1cc(S(=O)(=O)N2CCOCC2)c(Cl)cc1Cl)N1CCCCC1CO (configuration not stated) | 0
CCC(=O)c1ccc(OCCN2CCOCC2)cc1 | -1
CC(C)CSc1nnc(-c2cccnc2)n1Cc1ccccc1 | -2
CCOC(=O)C1CCN(C(=O)CN(c2cc(Cl)ccc2OC)S(=O)(=O)c2ccccc2)CC1 | 1
CCCNS(=O)(=O)c1cccc2cccnc12 | -1
O=[N+]([O-])c1cc2c(c(CSc3nnc(Nc4ccccc4)s3)c1)OCOC2 | 0
Cc1cc(N(C)C(=O)c2ccc3c(c2)S(=O)(=O)c2cc(Cl)ccc2C3=O)c(C(F)(F)F)o1 | 5
O=C(COC(=O)CCC1CCCC1)Nc1ccc(Cl)cc1F | 0
O=S(=O)(Nc1ccccc1Cl)c1cccc2nsnc12 | 2
CCOc1ccc(-c2noc(-c3cccnc3)n2)cc1OC | -1
CC(=O)NCc1ccc(C(=O)O)cc1 | 2
CCOC(=O)CSc1nc2c(c(-c3ccc(C)o3)c1C#N)CCCC2 | 3
CCOCC(=O)Nc1cc(C)on1 | 1
Cc1cc(C(=O)Nc2cccc(-c3ccc(N4CCOCC4)nn3)c2)ccc1[N+](=O)[O-] | 0
Cc1cc(=O)oc2c(C)c(OCC(=O)NCCN3CCOCC3)ccc12 | -2
C=CCSc1nc2sc3c(c2c(=O)[nH]1)CC(C)(C)OC3 | 2
CCOc1ccc(NC(=O)c2ccc(NC(=O)c3ccccc3Br)cc2)cc1 | 2
Cc1cc(N2CCN(C)CC2)ccc1NC(=O)c1ccc(-c2ccc(Cl)cc2)o1 | 3
CN(C)CCSc1nc(-c2ccccc2)nc2c1COC(C)(C)C2 | -4
O=C1CNC(=O)N1CC(=O)N1CCCc2ccccc21 | 1
COc1ccc(-c2cc(C(=O)N(C)Cc3ccccc3)c3ccccc3n2)cc1 | -2
CCc1noc(C)c1C(=O)NNC(=O)COc1cc(C)ccc1C | 1
CC(=O)N1CCC(N(CCN2CCOCC2)C(=S)Nc2ccc(C)c(C)c2)CC1 | -2
CC1=C(C)CC(C(=O)c2ccc(C)cc2)C(C(=O)O)C1 (configuration not stated) | -1
CN(CC(=O)Nc1cccc(F)c1)C(=O)c1ccc(OCc2cn3ccccc3n2)cc1 | -4
Cc1ccc(S(C)(=O)=O)cc1C(=O)Nc1ccc(S(=O)(=O)Nc2nccs2)cc1 | -2
CCC[C@H]1OC(=O)[C@@H]2CCCN2C(=O)[C@H]([C@H](C)Cc2ccccc2)NC(=O)[C@@H]2CCCN2C(=O)[C@@H]2CCCN2C(=O)[C@H](C(C)C)OC(=O)[C@@H]2CCCN2C(=O)[C@H](C(C)C)NC(=O)C1(C)C | 10
O=S(=O)(c1ccccc1)N1CCN(C2CCN(Cc3ccccc3)CC2)CC1 | -2
O=C(CCC(=O)OCc1cccc(C(=O)Oc2ccccc2)c1)Nc1cccc2ccccc12 | -2
CNC(=O)NC(=O)C(OC(=O)CCNS(=O)(=O)c1ccccc1)c1ccccc1 (configuration not stated) | 4
CCCCc1cn(C[C@H]2CC[C@@H]([C@@H]3CC[C@H](Cn4cc(CCCC)nn4)O3)O2)nn1 | -1
Cc1ccc(SCC(=O)OCC(=O)NC2CCCCCC2)cc1 | -1
CC(C)C[C@H]1CN(CCCC[C@@H]2CNC(=O)C(=O)N2CCc2ccccc2)C(=O)C(=O)N1CCc1ccc(O)cc1 | 3
Cc1ccc(-c2nc(CCN3C(=O)c4ccccc4C3=O)cs2)cc1 | 1

2 entries from above in a different format:
structure,TbREL1 primary
Cc1ccc(-c2nc(CCN3C(=O)c4ccccc4C3=O)cs2)cc1,1
CNC(=O)NC(=O)C(OC(=O)CCNS(=O)(=O)c1ccccc1)c1ccccc1 (configuration not stated),4

(more compounds)
SMILES | TbREL1 primary
CN(C)CCNc1oc(-c2ccccc2Cl)nc1S(=O)(=O)c1ccccc1 | 0
CCSC(=O)NC1CCCCC1 | -1
CC(=O)Nc1ccc(S(=O)(=O)N2CCC(C(=O)c3ccc(Cl)cc3)CC2)cc1 | 0
CCOc1ccc(NC(=O)Cn2nc(-c3ccccc3Cl)n(CC)c2=S)cc1 | -2
COC(=O)[C@]1(CC(C)C)N[C@H](c2ccc(-c3ccc(F)cc3)cc2)[C@@H]2C(=O)N(C)C(=O)[C@@H]21 | 0
C[C@H](NC(=O)c1nc[nH]c1C(=O)N1CCN(C(=O)OC(C)(C)C)CC1)C(=O)OC(C)(C)C | -2
COC(=O)C1CCN(CC(=O)Nc2ccc(C(=O)Nc3ccccc3OC)cc2)CC1 | 2
Clc1ccc2nc(N3CCCCC3)[nH]c2c1 | 2
O=C(Nc1cccc(C(=O)N2CCOCC2)c1)c1cncc(Br)c1 | -1
COC(=O)[C@@H](NC(=O)N(C1CCCCC1)C1CCCCC1)C(C)C | -3
Cc1ccc(C(=O)C[n+]2cc(-c3ccc(C)cc3)n3c2CCCCC3)cc1 | 9
Nc1nonc1N1CCCCC1 | 2
CC(=O)Nc1ccc(NC(=O)CSc2nnc(-c3ccco3)n2Cc2ccco2)cc1 | -1
CC(C)(C)c1nc(SCC(=O)NC2CCCC2)c2ccccc2n1 | -1
O=C(Nc1cc(Cl)cc(Cl)c1)C1CCC(=O)N1Cc1ccccc1Cl (configuration not stated) | 0
CCCCNc1c(-c2ccc(F)cc2)nc2nc(C)cc(C)n12 | -2
CCOC(=O)c1sc(NC(=O)c2ccc(C)s2)cc1C | -2
O=C(CC1C(=O)NC2CCCCC2N1C(=O)c1ccc(F)cc1)Nc1ccccc1 (configuration not stated) | -1
Nc1nc(NCCCN2CCOCC2)nc(Nc2ccc(F)cc2)c1[N+](=O)[O-] | 0
Cc1ccc(-c2c(C(=O)NC3CCCC3)oc(=O)c3ccccc23)cc1 | -1
COc1ccc(C(=O)[C@H]2[C@H]3C(=O)N(c4ccc(OC(C)=O)cc4)C(=O)[C@H]3C3C=CC=NN32)cc1 (some centres not stated) | -3
Cc1cc(S(=O)(=O)NCc2ccccc2)ccc1OCC(=O)NCc1cccnc1 | -1
CC(C)(C)n1nnnc1C(c1ccccc1)N1CCN(C/C=C/c2ccccc2)CC1 (configuration not stated) | -10
COc1cc(OC)c(C(=O)Nc2ccccc2-c2ccccc2)cc1OC | 1
COc1ccc(CCNC(=O)c2cnn(-c3ccccc3)c2N)cc1OC | -2
CCc1ccc(NC(=O)NNC(=O)c2cc3ccccc3cc2O)cc1 | -3
CC(C)(C)C(=O)NNC(=O)COc1ccc2ccccc2c1Br | -2
COc1ccc([C@H]2CC(=O)C=C(c3ccc(C)c(F)c3)C2)cc1 | 2
CC(=O)Oc1c(C(=O)c2nnc(C)o2)c(=O)n(C)c2ccccc12 | 1
CCc1ccccc1NC(=O)CNC(=O)c1cc(C2CC2)nn1-c1ccccc1 | 2

Part of the list above, with values ahead of the structure.
TbREL1 primary | SMILES
-3 | CCc1ccc(NC(=O)NNC(=O)c2cc3ccccc3cc2O)cc1
1 | CC(=O)Oc1c(C(=O)c2nnc(C)o2)c(=O)n(C)c2ccccc12
-1 | Cc1cc(S(=O)(=O)NCc2ccccc2)ccc1OCC(=O)NCc1cccnc1

Continued.
SMILES | TbREL1 primary
COc1ccc(NC2CC(=O)N(c3cccc(C)c3)C2=O)cc1 (configuration not stated) | 4
Cc1ccc(S(=O)(=O)N2CCCCC2)cc1NC(=O)CSc1nccn1C | -3
CCSc1nnc(NS(=O)(=O)c2ccc(OC)cc2)s1 | -4
O=C(C1=C[C@H](c2ccc(C(F)(F)F)cc2)C[C@H](OCCCCO)O1)N1CCN(Cc2ccc3c(c2)OCO3)CC1 | -2
CCCCn1nc(C(=O)Nc2cccc(C(=O)NC3CC3)c2)c2ccccc2c1=O | 4
S=c1[nH]nc(COc2ccccc2)n1Cc1ccccc1 | 4
Cc1c(CBr)[n+](=O)c2c(n1[O-])C(Br)CCC2Br (configuration not stated) | 6
C[C@@H]1O[C@@H](Oc2c(-c3cc(O)c(O)c(O)c3)oc3cc(O)cc(O)c3c2=O)[C@H](O)[C@H](O)[C@H]1O | 54*
Clc1ccc(C2=NOC(c3nnc(-c4ccccc4)o3)C2)cc1 (configuration not stated) | 2
COc1ccc2nc(C)cc(SCC(=O)Nc3c(C)cc(C)cc3C)c2c1 | 6
CCOc1ccc(Br)cc1S(=O)(=O)Nc1cccc(S(=O)(=O)N(CC)CC)c1 | 2

Part of the list above, set out differently.
| SMILES | TbREL1 primary |
| --- | --- |
| COc1ccc2nc(C)cc(SCC(=O)Nc3c(C)cc(C)cc3C)c2c1 | 6 |
| CCOc1ccc(Br)cc1S(=O)(=O)Nc1cccc(S(=O)(=O)N(CC)CC)c1 | 2 |

This is a subset; count on the stated rates, not on these rows.
